Bioassay records from PubChem BioAssay.
Tau FP inhib: tau fibrillization inhibition (FP). P10636. AID 1468. Potency, µM (titrated, usually from 57.7 µM), for inactives: top-dose activity, negative = inhibition, actives largely listed as inhibitors. actives 0.39% (n = 280,000). K18 P301L tau heparin fibrillization, Alexa594 FP, 6 h; further: nearly all actives have a fitted effect of over 55% in size
Target sequence (P10636 561-689 P618L limits assumed): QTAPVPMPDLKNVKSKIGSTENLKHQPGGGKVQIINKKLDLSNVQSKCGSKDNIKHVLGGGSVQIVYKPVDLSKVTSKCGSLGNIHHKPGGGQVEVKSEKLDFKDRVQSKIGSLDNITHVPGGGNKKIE
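Heparin (20 uM) drove fibril formation of recombinant tau K18 P301L, 15 uM unlabeled with 0.24 uM Alexa 594 label, for 6 hr at 37 C in 100 mM sodium acetate pH 7. Fluorescence polarization (555/632 nm) read 1 hr after 30 uM ThT.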
Tau fibril ThT: tau fibrillization inhibition (ThT binding) | P10636 | Potency, µM (titrated, usually from 57.4 µM), inactives show at the highest dose activity, negative = inhibition, hits mostly inhibitors | actives 2.1% (n = 270,000) | recombinant tau K18 P301L (four-repeat tau fragment), heparin-induced fibrillization, ThT fluorescence; further: nearly all actives have a fitted effect of over 55% in size
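In this qHTS, human K18 P301L tau is incubated with compound and heparin for 6 hr at 37 C, and Thioflavin T fluorescence then reports fibril load.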
RECQ1 inh: inhibitors of human RECQ1 DNA helicase | P46063 | RECQ1 DNA unwinding, red fluorescence kinetic read | Potency, µM (top dose mostly 57.3 µM), for the others: at the highest dose activity, negative = inhibition, usual class: inhibitors | actives 0.54% (n = 240,000);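 further: plate controls were vehicle for no effect and no enzyme for full effect; nearly all actives have a fitted effect of over 30% in size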
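50 nM RECQ1T1 preincubated 15 min with compound in Tris pH 8.0 buffer with MgCl2, DTT, Tween-20 and 2.5 ug/ml poly(dI-dC); started with 200 nM TAMRA/BHQ-2 forked duplex and 2 mM ATP. Unwinding read as fluorescence (525/598 nm), two reads 2 h apart.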
KDM4E inh: inhibitors of human JMJD2E histone demethylase; JMJD2E catalytic domain, FDH-coupled NADH fluorescence (FDH is formaldehyde dehydrogenase); AID 2147; actives 1.6% (n = 230,000); B2RXH2; Potency, µM (titrated, usually from 57.1 µM), for inactives: top-dose activity change, negative = inhibition, usual class: inhibitors; active means well fitted inhibition curve with a large enough effect, not every such curve was filed as active; inconclusive means small, poorly fitted or top-dose-only effect, or another doubt; inactive means no such curve, though single readings can be large or run the other way;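 further: 0% = wells with enzyme and -100% = buffer wells without enzyme; nearly all actives have a fitted effect of over 50% in size; many of its hits are not listed in these tables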
TRb-SRC2 inh: TRbeta-SRC2 interaction inhibition; P10828; TRbeta-SRC2 peptide binding, fluorescence polarization; receptor liganded with 1 µM T3; Potency, µM (highest dose often 106 µM), for inactives: at the highest dose activity change, negative = inhibition, actives largely listed as inhibitors; actives 0.065% (n = 280,000);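 further: plate controls were bound peptide for no effect and peptide without receptor for full effect; nearly all actives have a fitted effect of over 50% in size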
Target sequence (P10828 whole entry, looked up): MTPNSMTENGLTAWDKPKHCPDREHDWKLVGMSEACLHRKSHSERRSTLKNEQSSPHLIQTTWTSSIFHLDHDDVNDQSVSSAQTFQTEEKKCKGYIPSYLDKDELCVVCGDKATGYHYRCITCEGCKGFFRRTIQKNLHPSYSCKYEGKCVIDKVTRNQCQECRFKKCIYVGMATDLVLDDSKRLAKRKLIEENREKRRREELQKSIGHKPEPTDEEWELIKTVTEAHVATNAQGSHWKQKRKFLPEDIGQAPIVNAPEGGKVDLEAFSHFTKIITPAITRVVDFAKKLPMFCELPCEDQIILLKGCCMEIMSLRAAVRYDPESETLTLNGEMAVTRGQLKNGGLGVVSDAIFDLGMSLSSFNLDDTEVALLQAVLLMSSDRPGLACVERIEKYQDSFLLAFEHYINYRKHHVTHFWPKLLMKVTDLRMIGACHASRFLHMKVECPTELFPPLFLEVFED
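TRb LBD 0.6 uM + Texas Red SRC2 peptide 20 nM, 1 uM T3, Tris buffer w/ 5% DMSO; compound pinned, 5 h RT; FP read ex 555/em 632; normalized to unbound and bound controls.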
TexasRed fluor: counter-screen for TRb-SRC2 inhibitors: fluorescence interference; Potency, µM (series often up to 106 µM), without a hit: at the highest dose fluorescence change, negative = quenching; actives 0.29% (n = 280,000); TRb/SRC2 Texas Red total fluorescence interference; AID 1479; active means well fitted curve in either direction with a large enough effect; inconclusive means small, poorly fitted or top-dose-only effect
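Flags fluorescent or light-absorbing compounds by total fluorescence, S + 2P, at 555 nm excitation and 632 nm emission. Mixture: 20 nM Texas Red SRC2 peptide, 0.6 uM human TRb LBD, 1 uM T3, 5% DMSO; compound exposure 5 h at ambient temperature.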
L3MBTL1 block: blocks human L3MBTL1; Q9Y468; AlphaScreen L3MBTL1–H3K9me1 peptide binding; Potency, µM (series often up to 57.1 µM), inactives show at the top dose activity, negative = inhibition, hits mostly inhibitors; actives 0.66% (n = 230,000); AID 485360; further: nearly all actives have a fitted effect of over 60% in size
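First, the protein-peptide complex forms for 30 min at room temperature (L3MBTL1 50 nM, biotinylated H3K9me1 peptide 75 nM). Next, compounds are pin-transferred and incubated 30 min. Finally, AlphaScreen beads are added and read after 30 min.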
RGS12 GoLoco inh: blocks human Gai1 binding to RGS12 GoLoco peptide, red readout. P63096. Gai1:RGS12 GoLoco peptide FP, rhodamine, 10 min. Potency, µM (top dose mostly 61.6 µM), without a hit: at the highest dose activity, negative = inhibition, hits mostly inhibitors. actives 0.44% (n = 230,000); active means well fitted inhibition curve with a large enough effect, not every such curve was filed as active; inactive means no such curve, though single readings can be large or run the other way; further: nearly all actives have a fitted effect of over 30% in size; many of its hits are not listed in these tables
Target sequence (P63096 whole entry, looked up): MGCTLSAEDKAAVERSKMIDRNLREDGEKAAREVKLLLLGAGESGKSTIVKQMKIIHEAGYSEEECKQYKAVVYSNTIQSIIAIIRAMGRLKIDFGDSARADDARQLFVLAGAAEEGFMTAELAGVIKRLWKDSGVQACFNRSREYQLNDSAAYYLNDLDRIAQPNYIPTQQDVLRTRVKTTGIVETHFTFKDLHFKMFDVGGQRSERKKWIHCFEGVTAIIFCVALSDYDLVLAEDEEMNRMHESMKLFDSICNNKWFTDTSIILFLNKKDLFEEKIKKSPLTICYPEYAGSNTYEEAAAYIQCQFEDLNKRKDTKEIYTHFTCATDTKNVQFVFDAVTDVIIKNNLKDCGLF
* marks the source's active call; other numbers are inactive results; i = inactive; ? = inconclusive; / = not tested or not shown. Unless noted, the call rests on the fitted dose curve; in most records, active means well fitted curve in the direction sought with a large enough effect; inconclusive means small, poorly fitted or top-dose-only effect, or another doubt; inactive means no such curve, though single readings can be large; an effect the other way counts as inactive or inconclusive. Unless noted, on the % scale 0 is the no-effect control and ±100 the full control effect; potency means the concentration at half of the fitted maximal effect. This is a subset (hit frequency here may not be typical).

SMILES	Tau FP inhib	Tau fibril ThT	RECQ1 inh	KDM4E inh	TRb-SRC2 inh	TexasRed fluor	L3MBTL1 block	RGS12 GoLoco inh
NC(=O)NC(=O)COC(=O)CNS(=O)(=O)c1ccc(F)c(F)c1F	-1%	-12%	-3%	13%	10%	1%	-2%	-2%
CC(=O)n1cc(N(C(=O)CCl)c2ccc(C)cc2)c2ccccc21	2%	-18%	-6%	-24%	1%	-1%	-6%	2%
CC(C)=C1C2CCC1C1C(=O)N(c3nc(-c4ccc(C(C)C)cc4)c(C)s3)C(=O)C21 (centres undefined)	-3%	-10%	-5%	5%	-3%	-2%	0%	9%
CCOc1ccc(-n2c(=O)c3c(C)c(C)sc3n(CC(=O)Nc3ccc(CC)cc3)c2=O)cc1	-11%	1%	/	/	3%	-3%	/	/
COCCCNC(=O)CN(c1cccc(Cl)c1)S(C)(=O)=O	5%	1%	-8%	8%	4%	2%	-9%	-7%
Cc1cccc(C(=O)Nc2cccc(OCc3cc(=O)n4c(C)csc4n3)c2)c1	-12%	7%	/	/	0%	2%	/	/
CCOC(=O)C1(Cc2ccccc2Cl)CCN(C(=O)CCn2ccnc2C)CC1	6%	2%	i	11%	4%	-1%	-3%	2%
O=c1c2c(-c3ccc([N+](=O)[O-])cc3)csc2nc2n1CCCCC2	5%	-17%	8%	-7%	-3%	1%	-28%	-2%
Cn1c(CSCc2ccc(F)cc2)nnc1SCC(=O)N1CCN(c2ccccc2)CC1	-1%	-15%	1%	-2%	-10%	-2%	-5%	-12%
Cn1c2ccccc2c(=O)c2c(=O)n(Cc3ccco3)c(-c3ccc(F)cc3)nc21	0%	?	i	-9%	1%	-2%	-19%	0%
CCNC(=O)COn1c(SCC(=O)NCC)nc2ccccc2c1=O	0%	6%	-2%	-9%	3%	4%	-9%	6%
Cc1ccccc1C1=NC(C(F)(F)F)(C(F)(F)F)c2c(n(C)c(=O)n(C)c2=O)N1	1%	-9%	-4%	-2%	0%	5%	9%	12%
COc1ccc(-c2csc(NC(=O)COc3ccc(N(C)S(=O)(=O)c4ccc(C)cc4)cc3)n2)cc1	?	-7%	-13%	7%	1%	-1%	-6%	10%
FC(F)(F)c1cc(C(F)(F)F)c2ccc(N3CCN(c4ccc(Cl)cc4)CC3)nc2n1	-3%	?	-10%	5%	7%	-5%	3%	1%
Cc1nc2ncnn2c(C)c1CCC(=O)NCCC1=CCCCC1	1%	0%	-5%	-1%	-3%	3%	-4%	2%
O=C(c1ccc2nc(-c3ccco3)c(-c3ccco3)nc2c1)N1CCN(c2ncccn2)CC1	-4%	?	-20%	?	3%	-23%	-19%	-6%
N/C(=N\N=C\c1ccc2c(c1)OCO2)c1nonc1N	12%	-12%	-2%	0%	3%	-2%	-2%	-8%
C=CCN(CC=C)C(=S)Nc1ccccc1	0%	5%	0%	0%	-12%	-1%	-1%	-4%
CC(C)c1nc(-c2c(N)n(C)c(=O)n(C)c2=O)sc1C(=O)C(C)(C)C	-2%	-7%	-15%	5%	6%	2%	3%	3%
Cc1cc(-c2ccc(C)c(S(=O)(=O)NCC3CCN(Cc4ccc(F)cc4)CC3)c2)on1	-10%	9%	/	/	1%	0%	/	/
COc1ccc(OC)c(NCc2cccn2-c2nnc(N3CCC(C)CC3)s2)c1	8%	?	/	/	4%	-2%	/	/
COC(=O)c1ccc(Oc2nc3c(c(=O)n(C)c(=O)n3C)n2C(C)C)cc1	-9%	-6%	/	/	4%	-2%	/	/
Cc1c(NC(=O)/C(C#N)=C/c2ccc(-c3ccc(Cl)c(Cl)c3)o2)c(=O)n(-c2ccccc2)n1C	8%	16µM*	-16%	16%	8%	-5%	-9%	15%
CC1CCC(NC(=O)c2ccc(CS(=O)(=O)c3cccc(C(F)(F)F)c3)o2)CC1 (centres undefined)	10%	5%	/	/	0%	0%	/	/
CN1CCCC(OC(=O)c2cccc(S(=O)(=O)N3CCCCCC3)c2)C1 (centres undefined)	-7%	-7%	2%	2%	-4%	-2%	-2%	1%
CCCNC(=O)C1CCN(Cc2cc3ccccc3n2Cc2ccccc2)CC1	-3%	2%	/	/	5%	2%	/	/
C=CCn1c(SCc2c(C)noc2C)nc2sc(C)c(C)c2c1=O	-4%	?	-17%	-5%	-9%	-1%	/	0%
COc1ccccc1Cc1nc2ccccc2nc1SCC(=O)Nc1ccccc1C(F)(F)F	3%	1%	/	/	4%	1%	/	/
COc1ccc(C2(C(=O)NCC3CCCO3)CCOCC2)cc1 (centres undefined)	0%	-2%	5%	-2%	1%	-7%	-4%	4%
O=C(N/N=C/c1ccc([N+](=O)[O-])cc1)c1ccc2nc[nH]c2c1	7%	?	i	-5%	-10%	-10%	16%	2%
Cc1nonc1N1CCN(Cc2cn[nH]c2-c2ccc(F)cc2F)CC1	4%	-11%	-2%	-28%	-3%	-3%	-4%	21%
COc1ccc(NC2=C(C(C)=O)C(c3ccc(OC)cc3)C(C(C)=O)C(C)(O)C2)cc1 (centres undefined)	4%	4%	i	-1%	10%	0%	-15%	10%
COc1cc(CNc2ccc(CNc3ncn[nH]3)cc2)ccc1OCC(=O)NC(C)(C)C	5%	-16%	i	10%	-1%	-3%	-7%	4%
CCCCCCC(=O)NCC(=O)OCC(=O)c1ccccc1	-7%	0%	i	2%	-1%	-5%	3%	8%
CC(=O)N1c2c(cc(Br)cc2S(=O)(=O)NCC2COc3ccccc3O2)CC1C (centres undefined)	-11%	-9%	0%	6%	-6%	1%	-2%	-6%
COC(=O)C1SCC2C(=O)N(Cc3ccc(F)cc3)CC(=O)N21 (centres undefined)	-10%	-11%	-4%	3%	-9%	-1%	15%	6%
O=C(NC(NNc1ccc([N+](=O)[O-])cc1)(C(F)(F)F)C(F)(F)F)c1ccc(Cl)cc1	-11%	?	-14%	-9%	-3%	-6%	/	-3%
CCOc1ccc(-c2onc(C(F)(F)F)c2-c2cscn2)c(O)c1	-2%	-4%	9%	-9%	3%	-1%	/	-3%
COC(=O)c1ccccc1NC(=O)C12CCC(C)(C(=O)O1)C2(C)C (centres undefined)	-2%	1%	i	?	2%	1%	/	-4%
Cn1cccc1/C=C(/C#N)C(N)=S	3%	?	-6%	0%	2%	-2%	-13%	-1%

One compound at a time (already shown). Screens in order: Tau FP inhib | Tau fibril ThT | RECQ1 inh | KDM4E inh | TRb-SRC2 inh | TexasRed fluor | L3MBTL1 block | RGS12 GoLoco inh
`CC1CCC(NC(=O)c2ccc(CS(=O)(=O)c3cccc(C(F)(F)F)c3)o2)CC1` (centres undefined) is entered as 10% | 5% | / | / | 0% | 0% | / | /
`COc1cc(CNc2ccc(CNc3ncn[nH]3)cc2)ccc1OCC(=O)NC(C)(C)C` is entered as 5% | -16% | i | 10% | -1% | -3% | -7% | 4%

10 entries from above, bar-delimited.
structure | Tau FP inhib | Tau fibril ThT | RECQ1 inh | KDM4E inh | TRb-SRC2 inh | TexasRed fluor | L3MBTL1 block | RGS12 GoLoco inh
Cc1nonc1N1CCN(Cc2cn[nH]c2-c2ccc(F)cc2F)CC1 | 4% | -11% | -2% | -28% | -3% | -3% | -4% | 21%
COc1ccc(NC2=C(C(C)=O)C(c3ccc(OC)cc3)C(C(C)=O)C(C)(O)C2)cc1 (centres undefined) | 4% | 4% | i | -1% | 10% | 0% | -15% | 10%
COc1cc(CNc2ccc(CNc3ncn[nH]3)cc2)ccc1OCC(=O)NC(C)(C)C | 5% | -16% | i | 10% | -1% | -3% | -7% | 4%
CCCCCCC(=O)NCC(=O)OCC(=O)c1ccccc1 | -7% | 0% | i | 2% | -1% | -5% | 3% | 8%
CC(=O)N1c2c(cc(Br)cc2S(=O)(=O)NCC2COc3ccccc3O2)CC1C (centres undefined) | -11% | -9% | 0% | 6% | -6% | 1% | -2% | -6%
COC(=O)C1SCC2C(=O)N(Cc3ccc(F)cc3)CC(=O)N21 (centres undefined) | -10% | -11% | -4% | 3% | -9% | -1% | 15% | 6%
O=C(NC(NNc1ccc([N+](=O)[O-])cc1)(C(F)(F)F)C(F)(F)F)c1ccc(Cl)cc1 | -11% | ? | -14% | -9% | -3% | -6% | / | -3%
CCOc1ccc(-c2onc(C(F)(F)F)c2-c2cscn2)c(O)c1 | -2% | -4% | 9% | -9% | 3% | -1% | / | -3%
COC(=O)c1ccccc1NC(=O)C12CCC(C)(C(=O)O1)C2(C)C (centres undefined) | -2% | 1% | i | ? | 2% | 1% | / | -4%
Cn1cccc1/C=C(/C#N)C(N)=S | 3% | ? | -6% | 0% | 2% | -2% | -13% | -1%

(cont.)
SMILES	Tau FP inhib	Tau fibril ThT	RECQ1 inh	KDM4E inh	TRb-SRC2 inh	TexasRed fluor	L3MBTL1 block	RGS12 GoLoco inh
Cc1cc(C(=O)NC2CCCC2)on1	9%	3%	4%	-2%	-2%	-8%	-12%	2%
O=C(N/N=C/c1cccc([N+](=O)[O-])c1)c1ccc(Br)cc1	-5%	?	-8%	-4%	-7%	2%	2%	18%
CCCN(c1ccc(OCC)cc1)c1ncnc2nc[nH]c12	3%	-13%	i	3%	-5%	2%	6%	-8%
COc1ccc(C(=O)Nc2nc3n(n2)C(c2ccc(F)cc2)C=C(c2ccc(Cl)cc2)N3)cc1 (centres undefined)	-1%	?	/	/	1%	-3%	/	/
COC(=O)c1cccc(Nc2nc3ccccc3nc2C)c1	-2%	-7%	10%	13%	3%	1%	26%	/
CCc1ccc(S(=O)(=O)c2nnn3c2nc(N2CCN(CC)CC2)c2sccc23)cc1	4%	-3%	/	/	-3%	-2%	/	/
O=C(CSc1nnnn1C1CCCCC1)NCc1ccc2c(c1)OCO2	-1%	-4%	i	3%	2%	-1%	0%	3%
Cc1ccnc(NS(=O)(=O)c2ccc(NC(=O)c3cc(=O)c4ccc(C)c(C)c4o3)cc2)n1	-4%	0%	/	/	-1%	-13%	/	/
CC12CCC(C[N+](C)(C)C1)C2(C)C (centres undefined)	-9%	-11%	-7%	-7%	8%	-2%	/	8.9µM*
CCCCCn1c(SCCC(C)C)nc2c1c(=O)[nH]c(=O)n2C	6%	?	i	-5%	-5%	-1%	2%	-12%
CC1CN(C(=O)N2CCC(C(=O)NCc3ccco3)CC2)c2ccccc2O1 (centres undefined)	19%	-4%	/	/	0%	-16%	/	/
